# MT stabilizer: microtubule stabilizers in HeLa cells, primary screen, imaging, high-content imaging; hit rate 0.83% among 200,000; % tubulin-high responders, % at 10 µM; HeLa tubulin immunostaining HCS, 24 h; share of cells brighter than vehicle mean+2SD;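 active = plate Z-score above 3 for both tubulin-high and condensed-nucleus cell shares, with cell loss under 80%, at 10 µM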;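 also: anti alpha tubulin signal scored within the nucleus-defined area of each cell; some results filed as inactive read as strong as hits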
# T cell HTS: modulators of CD8 T cell-vesicle binding, primary screen, mouse 2C CD8+ T cells, flow cytometry. 2C CD8+ T cell-vesicle binding; active compounds read low. hit rate 0.068% among 330,000. calls only at 7 µM;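 active = response, share of CD8 T cells binding vesicles, and their 90th percentile fluorescence all below set limits, cut at about 80% in these data, passing the limit was not always enough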
#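 Benchmarks: naked versus QL9-loaded vesicles / Assay system: purified 2C TCR transgenic mouse naive CD8+ T cells / Technique: high-throughput flow cytometry with anti-B7-1 and anti-CD8 staining / Timing: Cell–vesicle co-incubation 1.5 h at 37 °C, staining 20 min on ice / Read-out: percent CD8+ FL2 mean versus row control / Probe or stimulus: QL9-loaded Drosophila micro-vesicles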
# Dynein transport: inhibitors of GR-EGFP nuclear translocation, primary screen, dynein cargo transport inhibitor project, imaging, high-content, 3617.4 mouse cells. test concentration mostly 20 µM; stimulated with dexamethasone, 1 µM; active compounds read low. z-score, hits read low. hit rate 0.47% among 220,000. AID 1381, 2008;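 active = plate z-score of nuclear minus cytoplasmic receptor signal below a set negative limit, without overly bright fluorescence or cell loss, cut at about -3.5 in these data, passing the limit was not always enough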;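 also: z-score of nuclear minus cytoplasmic ring GR-EGFP intensity difference per well; some compounds called inactive have numbers as strong as hits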
#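 Medium: Induction medium lacking tetracycline, stripped serum | Probe or stimulus: 1.0 µM final dexamethasone stimulus | Schedule: 48 h induction, then 1 h compound, then 30 min agonist, 37 °C | Signal: Automated 10x imaging of fixed Hoechst-stained cells | Evaluation: Per-cell GR-EGFP intensity, nucleus versus surrounding cytoplasmic ring, well-averaged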
# Insulin prom up: insulin promoter activators in MIN6 cells, imaging, high-content screening, mouse beta cells; MIN6 insulin promoter-GFP reporter; active compounds read high; z-score at 5 µM; hit rate 0.3% among 190,000; AID 1625, 2009;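 active = z-score above 3 at 5 µM with at least 500 cells counted in the well; inconclusive = wells under 500 cells, flagged as cytotoxic or low count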
# CSM14.1 death rescue: rescue of cells from ER stress-induced death, primary screen, 384-well, CSM14.1, thapsigargin, ATP luminescence (AID 1222). CSM14.1 thapsigargin-induced death rescue, ATP luminescence; higher % means a stronger effect. cellular ATP content (survival), % at 20 µM, or EC50 in µM where a hit was titrated. 190,000 tested, under 10 active;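 active = EC50 below 50 µM in the dose-response confirmation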;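 also: death triggered by thapsigargin at about 15 µM added after 2 h compound pretreatment; cell ATP read after overnight thapsigargin exposure of roughly 18 to 22 hours; normalized against plate controls of thapsigargin alone and 5% DMSO vehicle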
# Lipid droplet: inhibitors of hepatocyte lipid droplet formation, primary screen, imaging, high-throughput imaging, BODIPY stain. AML12 mouse hepatocytes, oleate lipid droplets. inhibition, % at 6.5 µM. hit rate 0.4% among 240,000;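 active = lipid droplet intensity inhibited by at least 50%, with more than 500 cells counted; inconclusive = wells with under 300 cells, treated as cytotoxic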
#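 Assay system: AML12 mouse liver cells | Compound dosing: One dose, 6.5 µM compound | Read-out basis: Droplet intensity reduction, % inhibition | Measured by: Fluorescence imaging, 20x objective, two fields per well | Schedule: Overnight treatment with compound plus oleate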
# b-catenin transl: modulators of beta-catenin nuclear translocation, primary screen, imaging, HeLa cells, immunofluorescence, high-content; nuclear translocation activity, % at 5 µM; hit rate 0.3% among 190,000; AID 1665, 2009;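 active = nuclear translocation activity above 50% at 5 µM, with a well cell count of 50 or more; inconclusive = wells under 50 cells across six images, flagged as toxic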;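 also: per-cell ratio of nuclear to cytoplasmic median beta-catenin stain intensity; plate controls were DMSO negative control for no effect and GSK-3 inhibitor IX positive control for full effect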
#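 Technique: fluorescence imaging of beta-catenin antibody stain plus DAPI / Material: human HeLa cell line / Incubation: compound treatment 24 h, 37°C, 5% CO2 / Read-out basis: % activation of per-cell nuclear versus cytoplasmic median beta-catenin signal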
# PhoP inhibition: inhibitors of PhoP regulon expression, primary screen, Salmonella Typhimurium, GFP reporter (AID 1863); inhibition, % at 50 µM; hits with a dose series show IC50 in µM; S. Typhimurium PhoP-regulated promoter GFP reporter, 4 h; higher % means a stronger effect; hit rate 0.16% among 300,000;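 active = inhibition over 29.93%, a cutoff 3 SD above the screen mean, later confirmed by dose response; inconclusive = inhibition over 29.93% but no dose response follow-up; inactive = inhibition at most 29.93% or unconfirmed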;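 also: 0% = low Mg2+ inducing control and 100% = high Mg2+ repressing control; strong numbers were not always called active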
# Autophagy HCS: autophagy modulators in MEF cells, primary screen, imaging, high-content, MEF GFP-LC3 | MEF GFP-LC3 puncta imaging; test concentration mostly 10 µM | calls only at 10 µM (by protocol) | hit rate 0.98% among 190,000 | AID 463193, 2010;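 active = percentage of spot-positive cells more than 3 SD above its plate mean, without a fluorescence outlier flag or 80% toxicity; inconclusive = no clear call, values can overlap the other calls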;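 also: spot-positive cell cutoff set from DMSO-treated cells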
# Dynein transport cytoplasmic EGFP: also measured in Dynein transport; calls as there; z-score; measured here: cytoplasmic GR-EGFP intensity; active compounds read high
# Dynein transport nuclear GR-EGFP: recorded beside Dynein transport, whose call it bears; z-score; measured here: nuclear GR-EGFP intensity;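 lower value marks the stronger effect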
# Dynein transport cell count: second read-out of Dynein transport, no call of its own (marks repeat the call); z-score; measured here: cell count per field
# Insulin prom up cell count: also measured in Insulin prom up; calls as there; cell count; measured here: cytotoxicity, nuclei count;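 total cells summed across four imaged fields per well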
# Lipid droplet cells 6.5 µM: second read-out of Lipid droplet, no call of its own (marks repeat the call); cell count; measured here: cell count, cytotoxicity flag;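 cells counted across two imaged fields per well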
# b-catenin transl cell count 5 µM: also measured in b-catenin transl; calls as there; cell count; measured here: cell count, cytotoxicity flag
# T cell HTS vesicle-bound %: second read-out of T cell HTS, no call of its own (marks repeat the call); double positive events, %; measured here: CD8+ vesicle-bound cell fraction;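 binding gate set so that unloaded-vesicle control wells show 10% double positive cells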
# MT stabilizer Hoechst-high %: recorded beside MT stabilizer, whose call it bears; % Hoechst-high responders; measured here: nuclear condensation Hoechst responders;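 share of cells brighter than vehicle mean plus two SD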
# MT stabilizer cytotoxicity %: also measured in MT stabilizer; calls as there; toxicity, %; measured here: cytotoxicity by cell density;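 0% = mean cell density of plate MIN control wells and 100% = no cells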
# Autophagy HCS cell loss 18 h: also measured in Autophagy HCS; calls as there; toxicity, %; measured here: cell loss, nuclei count;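 cell loss after 18 h compound exposure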
# An asterisk follows results filed as active; i = inactive; ? = inconclusive; . = not tested or not shown.
# Results follow in this order: T cell HTS	Dynein transport	Dynein transport nuclear GR-EGFP	T cell HTS vesicle-bound %	CSM14.1 death rescue	Autophagy HCS	PhoP inhibition	Dynein transport cytoplasmic EGFP	Insulin prom up cell count	b-catenin transl cell count 5 µM	b-catenin transl	Autophagy HCS cell loss 18 h	Insulin prom up	MT stabilizer Hoechst-high %	MT stabilizer cytotoxicity %	MT stabilizer	Lipid droplet	Lipid droplet cells 6.5 µM	Dynein transport cell count
> CCCN1Cc2cccc(C(=O)Nc3ccc4c(c3)OCO4)c2C1=O
  i	-0.097	0.13	51	-0.9%	i	-19%	-0.21	1169	1086	-0.5	-1	-0.89	1.8	6.0	6.6	21	747	-0.036
> COc1ccc(Cc2noc(CN3CCC(c4ccncc4)CC3)n2)cc1OC
  i	-1.3	-0.32	55	1.1%	i	-4%	1.3	968	1027	2.8	13	-1.9	1.3	6.1	3.5	-2	686	0.9
> CC(=O)c1ccc(NC(=O)C(C)Sc2nnnn2C)cc1 (stereo unspecified)
  i	0.55	0.46	56	1.1%	i	-8%	-0.13	1090	963	-3.1	-4	0.55	1.4	1.8	2.2	.	.	-0.76
> C/C(CC(=O)Nc1ccc(OCc2ccccc2)cc1)=N\NC(=O)C(=O)Nc1ccc(C)c(Cl)c1
  i	0.17	-0.1	39	-0.3%	i	4%	-0.18	1397	953	-0.7	-31	0.64	1.3	0.9	3.1	.	.	-0.17
> Cn1c(=O)c2c(nc(N3CCOCC3)n2C)n(C)c1=O
  i	-1.2	-0.67	10	-1.6%	i	8%	-0.32	1982	1051	-1.2	-8	0.88	1.0	9.3	2.6	2	687	1.2
> CCOC(=O)Nc1cccc(Nc2ccccc2)c1
  i	-0.23	0.12	31	-3.8%	i	-5%	-0.25	1864	1071	0.1	7	-0.68	2.1	16	1.7	5	701	-0.2
> Cc1ccc(-n2c(SCC(=O)NCc3ccco3)nc3sc(C)c(C)c3c2=O)cc1
  i	0.46	0.56	58	-1.0%	i	-11%	-0.27	.	1105	2.0	3	.	2.0	3.2	3.0	16	785	-0.013
> Cc1ccc2c(CC(=O)NCC3COc4ccccc4O3)coc2c1 (stereo unspecified)
  i	-0.73	0.069	29	-1.0%	i	2%	-0.19	1445	1145	-0.6	-8	-0.17	3.0	13	3.8	.	.	1.2
> C/C(=N\Nc1nc(C)c(C)s1)c1ccc([N+](=O)[O-])cc1
  i	-1.1	-0.52	39	-0.6%	i	1%	-0.09	1360	1080	-1.1	8	-0.74	2.8	5.8	2.2	.	.	0.74
> C=CC[C@@H]1Cc2c(Br)ccc(Br)c2[C@@H](CC=C)N1
  i	-0.14	-0.098	45	-0.9%	i	?	1.4	1231	527	-1.4	-12	-0.02	1.9	5.1	8.3	-2	697	-0.28
> Cc1nn(Cc2ccccc2Cl)c(C)c1C(=O)Nc1nnc(C2CC2)s1
  i	0.022	0.024	29	-0.9%	i	10%	-0.19	1010	1299	11	3	-1.1	0.5	5.5	1.3	.	.	0.2
> CCCc1cc(-c2[nH]ncc2-c2ccc(C(=O)OCC)o2)c(O)cc1O
  i	0.28	0.28	27	-0.7%	i	8%	-0.18	.	1117	-1.0	-4	.	2.7	4.6	3.2	.	.	0.087
> CC(=O)c1cc(-c2ccc(F)cc2)n(CCC(=O)Nc2cccc(C)n2)c1C
  i	-0.063	-0.3	58	-1.4%	i	3%	-0.052	954	1108	-0.3	8	1.2	2.2	9.6	3.0	44	756	0.28
> COc1ccc(CCNC(=O)c2nnc(Cc3c(F)cccc3Cl)o2)cc1OC
  i	-0.091	0.16	17	-1.2%	i	-6%	-0.34	946	1122	-1.8	-5	-1.5	3.2	6.3	5.9	18	753	0.23
> CCN(CC)C(=O)C1(P(=O)(c2ccccc2)c2ccccc2)CCC1
  i	1.4	0.55	44	.	.	-8%	-0.31	1020	1240	1.2	.	0.22	.	.	.	5	669	0.34
> COc1ccccc1-n1c(SCC(=O)Nc2cccc3ccccc23)nc(O)cc1=O
  i	1.6	1.5	48	0.0%	i	-9%	0.15	799	.	.	-2	0.43	1.6	3.5	1.4	12	771	-1.8
> O=C(/C=C/c1ccccc1[N+](=O)[O-])c1ccc(F)cc1
  i	-0.2	0.17	20	0.4%	i	4%	-0.34	1437	1550	-0.2	13	-0.05	2.4	10	4.8	-1	686	1.3
> CC1CCN(c2c(NCC3CCC(C(=O)NCCc4ccccc4)CC3)c(=O)c2=O)CC1 (stereo unspecified)
  i	1.2	1.6	30	-3.0%	i	9%	-0.16	1313	598	-2.8	-43	0.03	0.9	13	3.1	-7	732	-1.2
> CN(C)C(=O)COC(=O)[C@H](Cc1ccccc1)NC(=O)c1ccco1
  i	0.26	0.54	59	-0.1%	i	-14%	-0.25	990	1208	-4.7	-7	-0.39	1.7	13	1.7	-1	776	0.91
> COC(=O)N/N=C/c1ccccc1OCCOc1ccc(OC)cc1
  i	-0.15	0.51	38	.	.	-2%	-0.26	946	1310	1.2	.	0.23	.	.	.	-2	672	0.34
> CCCCc1ccc(NC(=S)NCc2cccc(OC)c2)cc1
  i	1.1	0.67	56	-1.5%	i	9%	-0.23	1360	1581	-0.3	32	0.02	2.3	12	2.4	-7	712	-0.31
> CCC(C)C(NC(N)=O)C(=O)Nc1ccc(OCc2ccccc2)cc1 (stereo unspecified)
  i	-1	-0.18	20	.	.	-8%	-0.23	985	1284	-0.5	.	0.66	.	.	.	6	691	1.3
> N=c1n(CCO)c2ccccc2n1Cc1ccccc1Cl
  i	-0.79	-0.047	39	-2.4%	i	28%	2.4	1095	1160	-1.3	16	-0.78	1.7	1.7	2.5	-2	738	0.68
> CCCCNC(=O)Nc1ccccc1C(=O)NCc1ccco1
  i	0.33	0.4	30	-0.4%	i	-13%	-0.38	1169	1164	1.0	-3	-0.28	1.3	1.4	5.5	.	.	0.28
> Cc1ccc(C(N)=S)c(C)c1
  i	0.33	0.44	26	.	i	4%	-0.12	.	.	.	-5	.	2.3	7.2	2.4	.	.	-0.24
> COCCSc1nnc(NC(=O)c2ccc3c(c2)OCO3)s1
  i	0.072	0.73	36	-1.8%	i	-11%	-0.12	1548	1169	-3.8	8	-0.54	3.2	2.5	4.2	4	664	-0.39
> Cc1nc(N2N=C(c3ccc(Cl)cc3)CC2c2ccco2)sc1C(=O)N(C)C (stereo unspecified)
  i	0.047	-0.043	60	2.0%	i	3%	-0.2	1414	973	-0.5	-10	0.28	1.5	4.3	3.4	2	703	0.53
> CCS(=O)(=O)Nc1ccc(C2=NN(S(=O)(=O)c3ccc(F)cc3)C(c3ccco3)C2)cc1 (stereo unspecified)
  i	3.4	2.6	40	-0.4%	i	-16%	2	910	.	.	-8	0.1	2.5	1.5	2.8	-6	795	-1.9
> C#CCSc1nnc(-c2sc3ccccc3c2Cl)o1
  i	0.37	0.47	14	0.1%	i	4%	-0.19	.	.	.	-16	.	1.7	2.2	2.8	.	.	0.88
> CC(Oc1ccc(Cl)cc1)c1ccnn1S(=O)(=O)c1ccc(Cl)cc1 (stereo unspecified)
  i	0.33	-0.14	10	1.8%	i	-6%	-0.19	1811	1143	-1.3	5	-0.52	0.8	4.0	2.9	-34	679	0.093
> O=S(=O)(NCCCN1CCOCC1)c1ccc2c(c1)OCCO2
  i	1.1	1.1	36	.	i	10%	-0.016	1217	1046	-0.1	-8	0.26	2.4	6.0	3.8	4	646	-2.1
> Cc1ccccc1-c1nc(CN2CCCC2c2ccc(F)cc2)c(C)o1 (stereo unspecified)
  i	0.52	1.2	42	-2.9%	i	12%	1.7	1456	935	-0.1	4	-0.44	1.7	0.7	2.8	-15	724	-1.5
> O=C1CCCCCC1C1(O)C(=O)Nc2ccc(Br)cc21 (stereo unspecified)
  i	0.36	0.29	28	-0.3%	i	-1%	0.12	1500	1305	0.1	-19	0.2	2.0	12	1.5	.	.	-0.68
> COc1ccc(C2(CNC(=O)c3ccccc3)CCOCC2)cc1
  i	-0.92	-0.58	51	.	.	-9%	-0.22	.	985	-2.8	.	.	.	.	.	-4	761	0.65
